# KCNK3 inh: human KCNK3 channel inhibition, primary screen. CHO-KCNK3 thallium flux, FluxOR fluorescence; active compounds read low. 340,000 tested, 0.84% active. B-score at 10 µM. O14649. AID 602410;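 active = B-score under library mean minus 4 SD, starting fluorescence ratio at most library mean plus 5 SD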;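 also: more negative B-score means stronger inhibition of thallium flux through KCNK3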
# Target sequence (O14649 whole entry, looked up): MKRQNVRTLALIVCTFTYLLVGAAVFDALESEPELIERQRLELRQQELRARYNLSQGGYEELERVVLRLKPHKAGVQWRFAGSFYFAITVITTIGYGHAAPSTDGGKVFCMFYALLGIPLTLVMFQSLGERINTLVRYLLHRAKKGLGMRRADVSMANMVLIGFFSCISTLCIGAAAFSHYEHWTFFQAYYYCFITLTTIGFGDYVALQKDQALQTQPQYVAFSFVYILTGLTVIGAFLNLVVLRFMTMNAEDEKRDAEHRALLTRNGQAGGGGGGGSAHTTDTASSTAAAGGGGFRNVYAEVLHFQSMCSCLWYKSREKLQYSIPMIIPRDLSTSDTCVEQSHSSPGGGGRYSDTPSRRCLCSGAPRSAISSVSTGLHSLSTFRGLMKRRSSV
# RGS4 inh: human RGS4 inhibition; P49798; 310,000 tested, 0.45% active; HEK293 M3R/RGS4 inducible, Fluo-4 calcium flux; active compounds read high; triggered by carbachol at its EC20; AID 463165; B-score at 10 µM;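 active = B-score, a plate-corrected calcium signal, over three deviations above library mean, with baseline fluorescence within five deviations of library mean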;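 also: RGS4 expression induced by doxycycline in cells with stable M3 receptor; B-score is computed from the integrated fluorescence ratio over baseline after carbachol; higher B-score means a larger calcium signal and so more RGS4 inhibition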
# Target sequence (P49798 whole entry, looked up): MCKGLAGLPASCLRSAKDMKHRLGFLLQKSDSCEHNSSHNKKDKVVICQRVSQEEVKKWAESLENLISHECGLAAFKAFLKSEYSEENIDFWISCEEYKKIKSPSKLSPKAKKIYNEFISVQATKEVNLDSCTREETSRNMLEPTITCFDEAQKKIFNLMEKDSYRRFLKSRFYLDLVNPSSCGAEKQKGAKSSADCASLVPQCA
# RGS4 act: RGS4 potentiation or activation; 310,000 tested, 0.92% active; B-score at 10 µM; HEK293 M3R/inducible RGS4, carbachol calcium flux Fluo4; active compounds read low; AID 463111;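 active = B-score of the integrated calcium signal more than 4 SD below the library mean, with starting fluorescence not abnormally high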;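 also: negative B-score means reduced calcium response which marks RGS4 activation or potentiation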
#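 System – HEK293 FlpIn-TREx cells, stable M3R, doxycycline-inducible RGS4 · Reagent – ECmax carbachol challenge · Times – compound preincubation 20 min at room temperature before agonist · Technique – Fluo4 fluorescence kinetic imaging of calcium · Measure – B score of integrated Fluo4 ratio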
# KCNK9 inh: human KCNK9 channel inhibition. Q9NPC2. HEK293 KCNK9, FluxOR thallium flux fluorescence; active compounds read low. B-score at 10 µM. 310,000 tested, 1.2% active. AID 488922;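 active = ratio B-score over 3 SD below the library mean, with starting fluorescence within 5 SD of its mean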;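 also: negative B-score means less thallium flux so channel inhibition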
# Target sequence (Q9NPC2 whole entry, looked up): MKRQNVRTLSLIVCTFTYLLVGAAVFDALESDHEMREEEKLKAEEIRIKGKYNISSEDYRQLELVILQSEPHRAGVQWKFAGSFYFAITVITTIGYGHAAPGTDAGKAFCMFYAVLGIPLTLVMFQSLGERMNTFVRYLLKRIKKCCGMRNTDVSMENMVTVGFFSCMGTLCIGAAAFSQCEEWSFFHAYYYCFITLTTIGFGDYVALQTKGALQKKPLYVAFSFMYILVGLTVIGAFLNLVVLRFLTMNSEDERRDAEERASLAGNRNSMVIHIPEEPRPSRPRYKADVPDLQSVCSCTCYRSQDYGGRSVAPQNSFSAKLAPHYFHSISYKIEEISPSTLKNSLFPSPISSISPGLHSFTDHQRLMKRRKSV
# MrgX1 allo act: human MrgX1 positive allosteric modulation, primary screen | Q96LB2 | MrgX1-HEK293, Fluo-4 calcium flux, FDSS; active compounds read high | B-score at 10 µM | 310,000 tested, 0.63% active | AID 588675;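 active = plate-corrected calcium response at least 3 library SD above typical, normal starting fluorescence, not activating the receptor alone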;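 also: compound read alongside a low EC10 to EC30 dose of BAM8-22 agonist; peak minus trough fluorescence over baseline measured at the second addition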
# TMEM16A inh: blocks the mouse calcium-activated chloride channel TMEM16A; HEK293 TMEM16A/YFP iodide influx fluorescence, ionomycin; AID 588511; 310,000 tested, 1.2% active; normalized B-score (activity score, 25-100; higher = stronger inhibition) at 10 µM;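 active = ratio plate-corrected score three or more library SD toward inhibition, starting fluorescence score within five deviations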;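 also: score derived from kinetic fluorescence span divided by baseline fluorescence per well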
# TMEM16A act: activates or potentiates the mouse TMEM16A chloride channel; Q8BHY3; B-score at 10 µM; 340,000 tested, 0.3% active; HEK293 TMEM16A/YFP-H148Q/I152L, iodide quench fluorescence; active compounds read low;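 active = fluorescence-ratio B-score plate-corrected deviation score at least 3 library SD below zero, with starting fluorescence score within 5 deviations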;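 also: channel opened by trigger with iodide after compound preincubation; score built on the fluorescence ratio of max minus min over baseline; more negative score means more quench and so TMEM16A activation or potentiation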
# hERG protect: hERG (human) protection from proarrhythmic block; 310,000 tested, 0.51% active; activation (rescue from dofetilide block), less the hit threshold, % at 10 µM; AID 1511; CHO-hERG, FluxOR thallium flux, dofetilide IC70 present;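 active = activation above the mean of controls blocked by dofetilide plus 5 SD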;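 also: thallium influx through hERG after potassium depolarization seen as dye fluorescence rise; in these data hits start at about 4.7%; inactives centre near -7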
# KCNQ1 block: human KCNQ1 channel inhibition; B-score at 10 µM; CHO-K1 KCNQ1, FluxOR thallium flux fluorescence; active compounds read high; 310,000 tested, 1.3% active;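 active = compounds whose thallium flux B-score, printed positive for inhibition, exceeds three library SD while starting fluorescence stays within three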;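 also: channel opened by potassium depolarization with thallium stimulus after 20 min compound exposure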
# MrgX1 ag: activates human MrgX1 receptor signaling; 310,000 tested, 0.44% active; MrgX1-HEK293 cells, Fluo-4 calcium fluorescence, agonist mode; active compounds read high; B-score at 10 µM; Q96LB2;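 active = calcium response B-score plate-corrected fluorescence ratio at least 3 library SD, with starting fluorescence B-score inside 5 SD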
#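 Material: MrgX1-expressing HEK293 cells; input: 15,000 cells per well; doses: test compound given as first of three sequential additions; schedule: overnight plating before 1 h dye loading; technique: Fluo-4 NW calcium-flux fluorescence, kinetic read; evaluation: baseline-normalised fluorescence change ratio, B-scored; control set: plate-wise positive and negative controls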
# KCNQ1 act: potentiators or activators of human KCNQ1 potassium channel; P51787; CHO-K1 KCNQ1, thallium flux FluxOR fluorescence; active compounds read high; B-score at 10 µM; 310,000 tested, 0.35% active; AID 2648;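 active = fluorescence ratio B-score, a plate-corrected score, at least three library SD, with initial intensity B-score within 5 SD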
#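 Assay system: CHO-K1 cells stably expressing KCNQ1. Medium: assay buffer for compound exposure, DMSO matched across wells. Timing: 37 °C overnight plating, 90-min dark dye load, 20-min compound pretreatment. Signal: kinetic FluxOR fluorescence, 10 s baseline plus 110 s post-stimulus.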
# The depositor's hits bear a star; i = inactive; x = no result given.
# The line under a structure holds: KCNK3 inh, RGS4 inh, RGS4 act, KCNK9 inh, MrgX1 allo act, TMEM16A inh, TMEM16A act, hERG protect, KCNQ1 block, MrgX1 ag, KCNQ1 act
1) COc1ccccc1OCC(=O)Nc1ccc2c(c1)C(=O)N(CC1CCCO1)C2=O (centres undefined)
 : i, i, i, i, i, i, i, -27, i, i, i
2) COc1cccc(CNC(=O)C(CC(C)C)NC(=O)c2ccccc2C)c1 (centres undefined)
 : i, i, i, i, i, i, i, -10, i, i, i
3) O=C(CSc1nnc(-c2cccs2)o1)Nc1cccc(S(=O)(=O)N2CCCCC2)c1
 : i, i, i, i, i, i, i, -5, i, i, i
4) Cn1c(-c2sc3ccccc3c2Cl)n[nH]c1=S
 : i, i, i, i, i, i, i, -10, i, i, i
5) CC1(c2ccccc2)NC(=O)N(N)C1=O (centres undefined)
 : i, i, i, i, i, i, i, -11, i, i, i
6) COc1cccc(OC)c1C(=O)Nc1ccc2c(c1)OCCO2
 : i, i, i, i, i, i, i, -20, i, i, i
7) CCN1CCN(C(=S)Nc2ccc([N+](=O)[O-])cc2)CC1
 : i, i, i, i, i, i, i, 0, i, i, i
8) Nc1nnnn1/N=C/c1ccccn1
 : i, i, i, i, i, i, i, -4, i, i, i
9) COc1ccc(OCC(=O)NC(=S)Nc2ccccc2F)cc1
 : i, i, i, i, i, i, i, -2, i, i, i
10) Cn1nnc2cc(C(=O)N3CCC(c4ccccc4)C3)ccc21 (centres undefined)
 : i, i, i, i, i, i, i, -11, i, i, i
11) Cc1ccc(S(=O)(=O)N2CCCC2)cc1C(=O)O
 : i, i, i, i, i, i, i, -13, i, i, i
12) COc1ccc(NC(=O)c2ccc(-c3nn(C)c(=O)c4ccccc34)cc2)cc1C(N)=O
 : i, i, i, i, i, i, i, -7, i, i, i
13) CCC1(C)SC(N)=NN1C(C)=O (centres undefined)
 : i, i, i, i, i, i, i, 0, i, i, i
14) Cc1cc(C)c(C)c(S(=O)(=O)N2CCC(C(=O)NNC(=O)c3ccccc3O)CC2)c1C
 : i, i, i, i, i, i, i, -11, i, i, i
15) c1ccc(COc2ccc3nocc3c2)cc1
 : i, i, i, i, i, i, i, -4, i, i, i
16) COCCNC(=O)C(C)N1c2cccc3cccc(c23)S1(=O)=O (centres undefined)
 : i, i, i, i, i, i, i, -2, i, i, i
17) Clc1ccccc1Oc1cnc2ccccc2n1
 : i, i, i, i, i, i, i, -7, i, i, i
18) Cc1cc(C)nc(NC(=O)c2c(Cl)cccc2Cl)n1
 : i, i, i, i, i, i, i, -14, i, i, i
19) O=C(c1ccco1)N1CCN(CCOCCOc2cccc3ccccc23)CC1
 : i, i, i, i, i, i, i, -15, i, i, i
20) CCN(CC)S(=O)(=O)c1ccc(OC)c(NC(=O)CC2CCCC2)c1
 : i, i, i, i, i, i, i, -14, i, i, i
21) CCOC(=O)Cn1c(=O)oc2cc(S(=O)(=O)N3CCc4ccccc43)ccc21
 : i, i, i, i, i, i, i, -13, i, i, i
22) C#CCn1c(=NC(=O)c2ccc(S(=O)(=O)N3CCc4ccccc4C3)cc2)sc2cc(S(N)(=O)=O)ccc21
 : i, i, i, i, i, i, i, -12, i, i, i
23) O=C(c1ccccc1)c1ccc(Cn2cc(-c3ccccc3)nn2)cc1
 : i, i, i, i, i, i, i, -14, i, i, i
24) O=C1Nc2ccccc2Nc2ccccc21
 : i, i, i, i, i, i, i, -1, i, i, i
25) CS(=O)(=O)c1ccc([C@@H](O)[C@@H](CO)NC(=O)C(Cl)Cl)cc1
 : i, i, i, i, i, i, i, -6, i, i, i
26) CCOc1cc(/C=N/NC(=O)C(=O)NCCCOC(C)C)cc(Br)c1O
 : i, i, i, i, i, i, i, -6, i, i, i
27) C/C(=N\Nc1nc2ccccc2[nH]1)c1ccc(N2CCOCC2)cc1
 : i, i, i, i, i, i, i, -13, i, i, i
28) O=C(O)/C=C/C(=O)Nc1ccc(O)cc1
 : i, i, i, i, i, i, i, -6, i, i, i
29) Cc1ccsc1C(=O)NCCC(c1ccccc1)c1ccccc1
 : -9*, i, i, i, i, i, i, -4, i, i, i
30) Cc1ccc(C(=O)N(C)c2ccc(OCC(=O)N3c4ccc(C)cc4C4CN(C)CCC43)cc2)cc1 (centres undefined)
 : i, i, i, i, i, i, i, -5, i, i, i
31) CCOC(=O)C1=C(C)N(CCCC(=O)O)C(=O)NC1c1ccc(Cl)cc1 (centres undefined)
 : i, i, i, i, i, i, i, -6, i, i, i
32) COc1ccccc1CN1CCN(S(=O)(=O)c2ccc(C)cc2)CC1
 : i, i, i, i, i, i, i, -5, i, i, i
33) COc1ccc(C(=O)NCC(=O)N/N=C/C(C)=C/c2ccccc2)cc1OC
 : i, i, i, i, i, i, i, -4, i, i, i
34) Cc1ccc(Cn2ncc3c(N4CCOCC4)ncnc32)cc1
 : i, x, x, x, i, i, i, x, x, i, x
35) CCCn1c(CCC(=O)O)nc2cc(S(N)(=O)=O)ccc21
 : i, i, i, i, i, i, i, -11, i, i, i
36) Cc1cc(N2CCCCC2)nc(N2CCOCC2)n1
 : i, i, i, i, i, i, i, -11, i, i, i
37) O=C1NC(NS(=O)(=O)c2ccc(Cl)cc2)(C(F)(F)F)C(=O)N1Cc1cccnc1 (centres undefined)
 : i, i, i, i, i, i, i, -3, i, i, i
38) CCn1c(SCC(=O)Nc2ccc(S(=O)(=O)Nc3ccccn3)cc2)nnc1-c1ccncc1
 : i, i, i, i, i, i, i, -7, i, i, i
39) Cc1onc(-c2ccccc2Cl)c1C(=O)Nc1c(C)n(C)n(-c2ccccc2)c1=O
 : i, i, i, i, i, i, i, -7, i, i, i
40) C/C(=N\O)c1oc2ccc3c(C)cc(=O)oc3c2c1C
 : x, i, i, i, i, i, x, -9, i, i, i
41) Nc1nncn1C(=O)c1cc(Br)ccc1Cl
 : i, i, i, i, i, i, i, -12, i, i, i
42) Cn1cccc1/C=N/NC(=O)Cc1cccs1
 : i, i, i, i, i, i, i, 3, i, i, i
43) CC(=O)Cc1nsc(NC(=O)c2ccc(Cl)cc2Cl)n1
 : i, i, i, i, i, i, i, -13, i, i, i
44) COc1ccccc1CNC(=O)CS(=O)(=O)c1ccc(C)cc1
 : i, i, i, i, i, i, i, -12, i, i, i
45) CC(C)C(=O)Nc1cc2c(cc1C(=O)c1ccccc1)OCCO2
 : i, i, i, i, i, i, i, -5, i, i, i
46) Cc1sc(/C=C2\C(=O)ON=C2c2ccccc2)cc1Br
 : x, i, i, i, i, i, x, -7, i, i, i
47) Cc1cc(C)n(CC(=O)O)n1
 : i, i, i, i, i, i, i, -9, i, i, i
48) CNC(=O)NC(=O)COC(=O)c1ccccc1OCc1ccccc1
 : i, i, i, i, i, i, i, 8.3*, i, i, i
49) Cc1cc(C)c(S(=O)(=O)c2ccccc2)c(OC(=O)c2ccc(Cl)cc2Cl)n1
 : i, x, x, x, i, i, i, x, x, i, x
50) CC(C)CCN(C(=S)NC(=O)C1CCCCC1)c1c(N)n(Cc2ccccc2)c(=O)[nH]c1=O
 : i, i, i, i, i, i, i, -14, i, i, i
51) Cc1cccc(N2CCN(C(=O)CCCn3c(=O)c4cccn4c4cccnc43)CC2)c1C
 : i, i, i, i, i, i, i, -10, i, i, i
52) Cc1ccccc1CN1CCN(CC2CC2)CC1CCO (centres undefined)
 : i, i, i, i, i, i, i, -9, i, i, i
53) Cc1cccc(NC(=O)c2ccc3c(c2)C(=O)N(Cc2cccnc2)C3=O)c1C
 : i, i, i, i, i, i, i, -12, i, i, i
54) Cc1onc(-c2c(Cl)cccc2Cl)c1NC(=O)NN(C)c1ccc([N+](=O)[O-])cn1
 : i, i, i, i, i, i, i, 2, i, i, i
55) COc1ccc(NC(=O)C(=O)N/N=C(\C)CC(=O)Nc2cc(C)ccn2)c(OC)c1
 : i, i, i, i, i, i, i, -5, i, i, i
56) O=C(Nc1cccnc1)c1cc(-c2cccc(Cl)c2)on1
 : i, i, i, i, i, i, i, -2, i, i, i
57) COc1ccc(-c2nc(CS(=O)CC(=O)N3CCOCC3)c(C)o2)cc1OC (centres undefined)
 : i, i, i, i, i, i, i, -3, i, i, i
58) CC1=Nc2ccccc2N=C(NC(=O)c2ccccc2)C1c1ccccc1 (centres undefined)
 : i, i, i, i, i, i, i, -9, i, i, i
59) Nc1c(-c2ccccc2)cnc2cc(-c3ccccc3)nn12
 : i, i, i, i, x, x, i, -3, i, x, i
60) CCOC(=O)C1CCCN(S(=O)(=O)c2c(C(=O)N3CCCCC3)c(C)n(C)c2C)C1 (centres undefined)
 : i, i, i, i, i, i, i, 0, i, i, i

# (continued)
# The line under a structure holds: KCNK3 inh, RGS4 inh, RGS4 act, KCNK9 inh, MrgX1 allo act, TMEM16A inh, TMEM16A act, hERG protect, KCNQ1 block, MrgX1 ag, KCNQ1 act
61) C=CCn1cccc(C(=O)Nc2cc(OC)cc(OC)c2)c1=O
 : i, i, i, i, i, i, i, -4, i, i, i
62) CC1(C)Cc2c(ccc3ccccc23)C(=O)N1
 : i, i, i, i, i, i, i, -15, i, i, i
63) CC(=O)NC(CC(=O)N(Cc1ccccc1)c1cccc(C)c1)c1ccccc1 (centres undefined)
 : i, i, i, i, 8.6*, i, i, -13, i, i, i
64) CC(Sc1nc(-c2ccccc2)cc(C(F)(F)F)n1)C(=O)O (centres undefined)
 : i, i, i, i, i, i, i, -2, i, i, i
65) COc1cccc(CNC(=O)Cn2cc3c(n2)CCCC3)c1
 : i, i, i, i, i, i, i, -5, i, i, i
66) CC(C)(C)NC(=S)NNC(=O)c1ccc2ncccc2c1
 : i, i, i, i, i, i, i, -4, i, i, i
67) CC(=O)c1ccccc1OCCOCCOCCOc1ccccc1C(C)=O
 : i, i, i, i, i, i, i, -18, i, i, i
68) C/C(=N\NC(=O)CN1CCN(S(=O)(=O)c2ccc(C)cc2)CC1)c1ccc(O)cc1
 : i, i, i, i, i, i, i, -5, i, i, i
69) CCOC(=O)N1CCN(C(=O)CNS(=O)(=O)c2cccs2)CC1
 : i, i, i, i, i, i, i, -10, i, i, i
70) CCOc1ccccc1CN1CCNC(=O)C1CC(=O)NCc1nccn1CC (centres undefined)
 : i, i, i, i, i, i, i, 1, i, i, i

# Screens as filed in PubChem BioAssay.
